Bioassay records (PubChem)
NR2E3 ag-1: human photoreceptor-specific nuclear receptor agonism | AID 602229 | CHO-S Gal4-NCOR/VP16-NR2E3 two-hybrid, luciferase | Q9Y5X4 | inhibition of corepressor binding, % at 3.98 µM | actives 0.35% (n = 360,000);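 active = inhibition above the mean of all tested compounds plus 3 SD, cut at about 70% in these data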;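 note: 0% = DMSO with NR2E3 transfected cells and 100% = cells lacking NR2E3 construct; higher means lower luciferase signal from less NR2E3 corepressor binding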
Target sequence (Q9Y5X4 whole entry, looked up, the tested form may be a part): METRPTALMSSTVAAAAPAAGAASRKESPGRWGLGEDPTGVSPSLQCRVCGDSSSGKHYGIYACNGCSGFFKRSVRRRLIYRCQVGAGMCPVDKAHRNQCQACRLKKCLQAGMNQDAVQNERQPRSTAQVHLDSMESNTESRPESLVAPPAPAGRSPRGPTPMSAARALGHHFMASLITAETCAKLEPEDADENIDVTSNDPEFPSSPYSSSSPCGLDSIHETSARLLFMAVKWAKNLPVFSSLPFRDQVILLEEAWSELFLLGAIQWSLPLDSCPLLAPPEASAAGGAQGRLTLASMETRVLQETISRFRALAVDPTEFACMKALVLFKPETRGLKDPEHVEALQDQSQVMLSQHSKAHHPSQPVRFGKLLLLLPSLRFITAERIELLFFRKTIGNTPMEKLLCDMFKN
HIF-2a inh: inhibitors of HIF-2a; 786-0 RCC cells HIF-2a reporter, luciferase luminescence, overnight; inhibition, % at 18.8 µM; actives 0.72% (n = 360,000);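 active = inhibition of the luminescence signal of 40% or more relative to plate controls, in a single-dose primary screen at 18.75 µM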
MITF TRPM1 inh: reduces MITF-dependent TRPM1 promoter luciferase signal. actives 0.83% (n = 330,000). inhibition, % at 12.5 µM. SK-MEL-5 TRPM1 promoter luciferase, 24 h;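 active = mean inhibition across replicates of 60% or more, whatever share of single replicates reaches that level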; note: values of inactives mirror those of a sister screen read the other way
NR2E3 ag-2: agonists of human nuclear receptor NR2E3. AID 2300. Q9Y5X4. actives 0.12% (n = 320,000). inhibition of corepressor binding, % at 4.78 µM. GST-NR2E3/biotin-RetCOR TR-FRET, 1536-well;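 active = percent inhibition above the cutoff of mean plus 3 SD of all tested compounds, set per screening campaign, cut at about 20% in these data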;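 note: 0% = DMSO wells and 100% = biotin wells as full block of FRET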
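Test system – NR2E3–RetCOR corepressor complex · Quantity – NR2E3 fusion 1.35 nM · Buffer or medium – Tris pH 7.5 · Incubation – Compound–protein incubation for 5 h at 4 °C · Technique – TR-FRET, Eu(K)-anti-GST donor, streptavidin-D2 acceptor, ex 340, em 617/671 nm · Evaluation – percent inhibition of 671/617 nm emission ratio versus biotin and DMSO controls · Plate – 1536-well format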
hiPSC survival: increases survival of single human iPS cells. hiPSC single-cell survival, ATPlite luminescence; 100% = ROCK inhibitor wells, 0% = DMSO. survival enhancement, % at 20 µM. actives 0.044% (n = 360,000). AID 602274; in the data active = survival enhancement above about 18%;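 note: cells exposed to compounds for 16 hours before the ATP read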
LMP1 NFkB inh: Epstein-Barr LMP1 NF-kappaB reporter inhibition. actives 0.69% (n = 350,000). LMP1-induced NF-kappaB luciferase reporter cells, luminescence. AID 504558. inhibition, % at 12.5 µM; in the data active = inhibition above about 41%;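 note: 0% = neutral control wells and 100% = reference inhibitor control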
Peg3 prom inh: reduces Peg3 promoter-driven luciferase expression in HeLa. HeLa PEG-Prom luciferase reporter, luminescence, overnight. inhibition, % at 20 µM. actives 1.7% (n = 360,000). AID 588405;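 active = inhibition of at least 50% at 20 µM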
Shn3 inh set2: Schnurri-3 reporter inhibition in Clone20 osteoblasts; Clone20 osteoblast Shn3 3'UTR firefly luciferase, 24 h; inhibition, % at 12.5 µM; actives 0.52% (n = 360,000);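 active = mean inhibition of at least 75% with every replicate also reaching 75%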;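 note: 0% = median of neutral control wells and 100% = pilot-screen positive control compound; some compounds past the cut are filed as inactive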
KKLEB cytotox: CF airway cell cytotoxicity counter-screen. KKLEB CF airway cells viability, ATPlite luminescence, overnight; stronger effect = lower value; cells stimulated with P. aeruginosa culture filtrate. activity change (cytotoxicity), % at 5 µM. actives 0.36% (n = 360,000). AID 602141;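 active = corrected activity change at or below -50% at 5 µM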
TRAIL sens C8: sensitizes caspase-8 expressing cells to TRAIL; actives 1% (n = 360,000); NB7+C8 cells + TRAIL, ATPlite viability luminescence; inhibition (viability loss, TRAIL sensitization), % at 10 µM;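 active = compounds causing at least 50% loss of cell viability in the single-dose screen, relative to plate controls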
CF NFkB inh: blocks PAF-induced NF-kB reporter in cystic fibrosis cells; KKLEB NF-kB-GFP reporter, GFP fluorescence overnight; inhibition, % at 5 µM; actives 0.86% (n = 360,000);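 active = at least 50% inhibition at 5 µM, scaled per plate between neutral and stimulator controls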;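 note: PAF is a Pseudomonas aeruginosa culture filtrate used as stimulus; plate controls were PAF-stimulated DMSO wells for no effect and unstimulated DMSO wells for full effect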
Active calls of the source: *; . = no result given. A portion of the library; the hit share may differ from the screen's.

The opening 3 records, to show the layout:
SMILES	NR2E3 ag-1	HIF-2a inh	MITF TRPM1 inh	NR2E3 ag-2	hiPSC survival	LMP1 NFkB inh	Peg3 prom inh	Shn3 inh set2	KKLEB cytotox	TRAIL sens C8	CF NFkB inh
Cc1ccc(CN2CCNC(=O)C2CC(=O)N(C)C2CCCCC2)cc1 (configuration not stated)	-16	-6	13	-1	0.1	6	13	-2	-3	-7	13
CCn1ccnc1CN1CCN(CC(C)C)C(CCO)C1 (configuration not stated)	-53	11	-1	0	-0.4	-4	17	-9	9	2	9
N#CC1=C(N)SC(N)=C(C#N)C1C1CC=CCC1 (configuration not stated)	2	1	10	1	-0.7	-4	-1	7	7	-11	-2

All compounds of this part, repeating the preview:
SMILES	NR2E3 ag-1	HIF-2a inh	MITF TRPM1 inh	NR2E3 ag-2	hiPSC survival	LMP1 NFkB inh	Peg3 prom inh	Shn3 inh set2	KKLEB cytotox	TRAIL sens C8	CF NFkB inh
Cc1ccc(CN2CCNC(=O)C2CC(=O)N(C)C2CCCCC2)cc1 (configuration not stated)	-16	-6	13	-1	0.1	6	13	-2	-3	-7	13
CCn1ccnc1CN1CCN(CC(C)C)C(CCO)C1 (configuration not stated)	-53	11	-1	0	-0.4	-4	17	-9	9	2	9
N#CC1=C(N)SC(N)=C(C#N)C1C1CC=CCC1 (configuration not stated)	2	1	10	1	-0.7	-4	-1	7	7	-11	-2
O=C(CSc1ccc2nnc(-c3ccncc3)n2n1)Nc1nccs1	-7	15	-10	.	2.3	-23	0	-1	16	-6	-18
Clc1cccc(Cl)c1Cn1cnc(=NCc2ccco2)c2[nH]cnc21	-15	-11	16	0	1.5	9	0	5	-8	-5	2
O=C1CC[C@H](OCc2ccccc2)CCN1[C@H](CSc1ccccc1)Cc1ccccc1	-17	-60	-15	0	0.6	1	-26	-4	-2	-10	-7
CNC1(C(N)=O)CCNCC1	-19	8	2	1	3.1	-7	-4	62	2	-9	-7
Cc1ccc(S(=O)(=O)NC(CC(C)C)C(=O)NCc2ccco2)cc1 (configuration not stated)	-26	-10	-3	1	-1.4	-5	-6	7	8	4	8
CN(C(=O)c1ccccc1-c1ncc[nH]1)C1CCCN(Cc2ccccc2F)C1 (configuration not stated)	-2	9	-4	0	-0.5	16	10	-20	-3	8	15
O=c1cc(-c2ccsc2)oc2ccc(-c3ccc4cc[nH]c4c3)cc12	-32	-225	-105	.	-0.6	-40	-233	-32	-5	7	-14
C=CCn1c(=O)c(C(=O)NCc2ccc3c(c2)OCO3)c(O)c2cc(OC)c(OC)cc21	-32	-6	0	.	0.1	-64	-8	12	8	12	8
C/C(=N\NC(=O)c1cc2c(s1)CCC(C)C2)c1cccnc1 (configuration not stated)	-41	-120	-43	1	0.0	27	-113	-5	8	1	-22
COC(CNC(=O)c1ccc2nc(-c3ccccc3)c(-c3ccccc3)nc2c1)OC	-32	19	6	2	-0.6	0	32	9	2	-14	-9
Cc1cc(NC(=O)CCC(=O)N(Cc2ccco2)C(C(=O)NC2CCCC2)c2ccccc2)no1 (configuration not stated)	-24	6	7	2	-0.5	-2	23	2	1	-4	6
Cc1ccc(S(=O)(=O)c2c(N)n(/N=C/c3ccco3)c3nc4ccccc4nc23)cc1	-30	-37	1	0	1.3	-8	-4	5	7	-2	-22
COc1ccc(CCC(=O)OCC(=O)Nc2ccc(C)c(S(=O)(=O)N(C)C)c2)cc1	-8	6	1	1	1.4	-2	-3	14	15	2	3
CCc1nc2c(OCc3ccc(F)cc3)cccn2c1N(C)C(=O)c1ccc(C)cc1	4	3	.	.	0.6	.	14	4	-10	6	0
COc1ccccc1-n1nnnc1SCC(=O)Nc1cc(C)on1	-2	9	8	-4	10	1	17	2	5	-2	-3
Cc1cc([N+](=O)[O-])ccc1NCc1ccccc1[N+](=O)[O-]	5	17	17	3	-0.8	10	3	7	-2	17	10
CN(C(=O)COC(=O)CNC(=O)c1ccccc1F)C1CCCCC1	-12	-8	-1	2	0.0	-2	7	-4	9	-8	-12
NC(=O)c1ccccc1OCC(=O)N1CCc2ccccc2C1	-16	-23	-9	1	-0.1	-3	-21	16	2	-2	6
O=C(CC(c1ccccc1)c1ccccc1)NCC1CCCO1 (configuration not stated)	24	16	-4	3	2.9	3	13	-8	1	-1	-18
COC(=O)c1cc2c(-c3ccccc3)c(C)c3ccccn3c-2c1C(=O)OC	-35	14	6	28*	1.4	15	13	7	-1	8	-4
CC(=NNC(=S)N1CCN(C2CCCCCC2)CC1)c1ccccn1	78*	-17	83*	.	-2.9	16	102*	93*	-2	25	6
Cn1cccc1Cc1nnc(SCC(=O)Nc2nc3ccccc3s2)n1CCc1ccccc1	-29	-11	14	-2	2.5	-11	17	12	-6	4	-3
COCCCC1CCN(Cc2cn[nH]c2-c2cc(OC)c(OC)c(OC)c2)CC1	12	5	1	1	-0.5	3	-15	-8	6	-14	-3
COc1ccc(S(=O)(=O)N2CCOC2CNC(=O)C(=O)NCc2ccncc2)cc1OC (configuration not stated)	-24	2	8	-1	1.7	1	1	0	-6	-13	21
CC(=O)c1cc2c(cc1NC(=O)c1ccco1)OCCO2	-17	-82	9	-2	0.8	-61	-48	-26	-2	-1	-39
O=C(c1ccc2c(c1)OCO2)N1CCN(c2ccccc2)CC1	-6	-25	-8	1	-1.6	-12	-22	6	-9	-4	20
CC[C@]12c3[nH]c4ccccc4c3CCN1C(=O)C(CC(=O)NCC13CC4CC(CC(C4)C1)C3)C[C@@H]2C(=O)N1CCN(C(=O)c2ccco2)CC1 (some centres not stated)	-14	6	18	.	-0.8	0	27	46	2	2	4
O=C(NCc1ccccc1F)c1ccc(S(=O)(=O)N2CCCCCC2)cc1	-18	8	4	3	-2.6	-3	15	3	20	14	-22
Cc1nc(-c2ccc(S(=O)(=O)Nc3ccc(S(N)(=O)=O)cc3)cc2)co1	9	-8	-6	4	-0.2	-10	2	6	11	6	1
Cc1[nH]c2ccccc2c1SCc1nnc(SCc2ccccc2)n1C	-9	16	8	1	-0.6	-2	14	26	3	-10	-4
CCN(CC)C(=O)C1CCCN(Cc2ccccc2)C1 (configuration not stated)	-19	18	9	5	1.1	2	-9	-12	-8	-9	5
CCCOc1ccc(N2C(=O)CC(N3CCN(c4ccccc4OC)CC3)C2=O)cc1 (configuration not stated)	-13	7	4	0	0.0	10	2	26	8	-4	-12
OCC(O)/C=N/Nc1nc(N2CCCCC2)nc(N2CCCCC2)n1 (configuration not stated)	-2	17	3	-5	0.6	3	10	2	4	3	-2
O=C(NCc1ccccc1Cl)C1CCN(S(=O)(=O)c2ccc(-n3cnnn3)cc2)CC1	-3	19	-19	2	-0.4	-6	26	-2	-3	-6	3
COc1ccccc1N1C(=O)C2CCC(c3ccccc3)CC2C1=O (configuration not stated)	-2	14	-5	-3	6.4	4	-55	-6	14	-3	-8
O=c1c2sccc2n(Cc2cc(=O)n3ccccc3n2)c(=O)n1-c1ccccc1	-9	13	4	-4	-1.5	0	17	-17	0	-4	10
Cc1ccc(NC(=O)c2c(-c3c(F)cccc3Cl)noc2C)cc1F	6	19	-14	2	-0.7	-6	32	11	1	1	0
Cc1ccc(SCC(=O)OC(C)C(=O)N2CCc3ccccc32)cc1 (configuration not stated)	-43	5	4	6	1.2	6	-13	7	-5	-3	-17
CC(=O)Oc1ccc(N2C(=O)C3C4C=CC(CO)(O4)C3C2=O)cc1 (configuration not stated)	4	-1	12	1	0.9	-4	26	0	-1	-26	5
COc1ccc(S(=O)(=O)N2CCN(C(=O)c3ccc(=O)[nH]n3)CC2)cc1OC	-15	-7	8	.	-0.1	11	1	-3	-22	-7	5
CCOC(=O)c1cc(NC(=O)CSCCO)ccc1Cl	-12	-2	5	0	-0.9	-2	0	-5	15	14	-7
COc1cccc(N=c2oc3ccc(OC)cc3cc2-c2nc3ccccc3[nH]2)c1	-168	-206	10	-1	-2.8	-58	-159	-20	-29	63*	-30
CCOc1ccc(C(C)=O)cc1COC(=O)C(C)N=C1NS(=O)(=O)c2ccccc21 (configuration not stated)	4	8	-10	-5	-0.1	1	1	5	-3	0	-16
CCCCN=C1CC(C)(C)CC(=O)/C1=C(/O)CCC	-8	15	-3	0	-0.2	5	-6	12	-5	-10	12
O=C(CCc1ccc(S(=O)(=O)N2CCOCC2)cc1)N1CCc2ccccc2C1	-12	18	9	0	0.8	-7	4	-5	-14	-19	-1
CC(=O)Nc1ccc(S(=O)(=O)NCC2(N3CCOCC3)CCCCC2)cc1	20	5	7	.	-0.2	-9	-8	1	4	3	-4
CC(=O)Nc1ccc(-c2nnc(SCC(=O)c3ccc4c(c3)Cc3ccccc3-4)n2C)cc1	-67	-24	4	-9	1.6	1	18	-1	14	1	11
CCNC(=O)NC(=O)COC(=O)CNC(=O)COc1ccccc1	-4	19	2	3	-0.3	-17	-9	6	19	-4	-11
N=C1C(c2ccccc2)=C(O)CN1c1cccc(S(=O)(=O)NCc2ccco2)c1	-31	11	-2	2	-0.1	0	11	-1	8	-13	-4
Cc1cccnc1NC(=O)CCCNC(=O)c1ccc(Cl)cc1	1	12	-7	1	-0.4	-4	4	-88	-13	-15	9
O=C(CN1C(=O)C2CC=CCC2C1=O)Nc1nc(-c2ccc(F)cc2)cs1 (configuration not stated)	5	-10	-7	0	-0.4	-19	-14	-27	-11	8	-10
CC(C)COc1ccc(C(=O)Nc2sc3c(c2C(=O)O)CC(C)(C)OC3)cc1	17	4	3	0	1.6	26	25	-13	6	7	-8
O=C(C1CC1)N(CCN(C(=O)C1CC1)c1ccccc1)c1ccccc1	-4	10	-4	2	-1.4	-1	3	-26	-1	-8	6
COc1cccc(/C=N/Nc2cc(Cl)nc(C)n2)c1O	-29	-149	-48	0	-0.2	-2	-128	-33	-3	9	-3
COCCCn1c(=N)c(C(=O)NC2CCCCC2)cc2c(=O)n3ccccc3nc21	-35	14	8	2	6.9	-2	6	0	-6	2	-9
Cc1ccc(C)c(-n2c(C)cc(/C=N/NC(=O)c3c(C)nc4cc(C)ccn34)c2C)c1	-10	11	-5	-1	-2.3	6	21	29	4	-1	-8
Cc1cccc(-c2nn(-c3ccccc3)cc2C(=O)N(C)CC(=O)Nc2ccc(N3CCOCC3)cc2)c1	-12	-47	-20	1	-0.5	-8	-38	-12	-9	5	0
